# C8 TRAIL sens = sensitizes caspase-8 expressing cells to TRAIL; NB7+C8 cells + TRAIL, ATPlite viability luminescence; inhibition (viability loss, TRAIL sensitization), % at 10 µM; 1% of 360,000 active; AID 624354;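 active means compounds causing at least 50% loss of cell viability in the single-dose screen, relative to plate controls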
# NCOA1 inh = inhibits human SRC1 coactivator. Q15788. HEK293 GAL4-SRC1 luciferase reporter, luminescence. inhibition, % at 3.6 µM. 0.12% of 360,000 active;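 active means inhibition above the campaign mean plus 3 SD, with each screening campaign given its own cutoff, cut at about 60% in these data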;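 further: 0% = DMSO treated cells and 100% = gossypol at 36 µM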
# NCOA3 inh = human NCOA3 inhibition. inhibition, % at 3.6 µM. 0.17% of 360,000 active. Q9Y6Q9. HEK293 GAL4-SRC3 luciferase reporter, luminescence;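 active means inhibition above a per-campaign cutoff, the mean of all compounds plus 3 SD, cut at about 60% in these data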;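 further: 0% = DMSO-treated cells and 100% = gossypol-treated cells at 36 µM; higher means less SRC3-driven luciferase light from the GAL4 reporter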
# TLR9-MyD88 inh = TLR9-MyD88 interaction inhibition | CHO BLA complementation TLR9-MyD88, CCF4 FRET ratio | inhibition, % at 4.98 µM | 0.21% of 340,000 active | AID 504734;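 active means inhibition above the mean over all tested compounds plus 3 SD, cut at about 21% in these data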;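 further: 0% = DMSO only wells and 100% = clavulanate BLA inhibitor control wells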
# LMP1 NFkB inh = Epstein-Barr LMP1 NF-kappaB reporter inhibition; LMP1-induced NF-kappaB luciferase reporter cells, luminescence; inhibition, % at 12.5 µM; 0.69% of 350,000 active; in the data active means inhibition above about 41%;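 further: 0% = neutral control wells and 100% = reference inhibitor control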
# NOD2 RIPK2 PPI = inhibitors of human NOD2-RIPK2 interaction | O43353 | CHO BLA complementation NOD2-RIPK2, CCF4 ratio | inhibition, % at 4.98 µM | 0.38% of 360,000 active | AID 624267; in the data active means inhibition above about 21%;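 further: 0% = vehicle only and 100% = reference blocker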
# TROY NFkB inh = inhibitors of TROY-dependent NF-kB signaling. inhibition, % at 10 µM. AID 1347056. 0.98% of 360,000 active. Q293 LMP1-TROYcd NF-kB luciferase reporter, 4 h;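 active means compounds whose plate-normalised and pattern-corrected inhibition of the luciferase reporter signal at the single screening dose is 50% or more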
# Vif inh = inhibitors of HIV Vif | AID 602346 | 0.35% of 340,000 active | HEK293T cells, Vif self-association by quenched fluorescence, imaging, 24 h | inhibition, % at 7.49 µM; in the data active means inhibition above about 50%, passing the limit was not always enough; further: some results filed as inactive read as strong as hits
# SRC2 inh = human SRC2 (NCOA2) inhibition; Q15596; HEK293 GAL4-SRC2 luciferase reporter, luminescence; inhibition, % at 9 µM; 0.17% of 370,000 active; AID 651957;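 active means inhibition above the mean inhibition of all tested compounds plus 3 SD, set per campaign, cut at about 52% in these data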;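 further: 0% = DMSO treated cells and 100% = cells given Gossypol at 36 µM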
# NR5A2 inv ag = NR5A2 inverse agonism in reporter assay; O00482; HEK293T StAR-luciferase reporter, LRH-1 transfected, 24 h; inhibition, % at 3.6 µM; 0.13% of 360,000 active;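 active means inhibition above the mean inhibition of all tested compounds plus 3 SD, cut at about 73% in these data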;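 further: 0% = DMSO wells and 100% = reporter-only cells lacking LRH-1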
# NR2F2 inh = blocks human COUP-TFII nuclear receptor; P24468; HEK293T NGFI-A luciferase reporter, luminescence; inhibition, % at 8.6 µM; 0.7% of 370,000 active; AID 686940;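 active means inhibition above a per-plate cutoff, mean inhibition of test wells between control levels plus 3 SD, cut at about 38% in these data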;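 further: cells cotransfected with COUP-TFII expression vector driving the NGFI-A reporter; 0% = median of COUP-TF2 test wells and 100% = reporter-only cells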
# Numbers without * were called inactive; x = not tested or not shown. Some of the compounds tested (hit frequency here may not be typical).
1. CS(=O)(=O)N(CC(=O)Nc1ccccc1Sc1ccccc1)C1CCCCC1
2. Cc1cccc(-c2nc(CS(=O)CC(=O)NC3CCCC(C)C3C)c(C)o2)c1 (centres undefined)
3. COC(=O)[C@H]1[C@@H](C)N(Cc2ccccc2)C(=O)N[C@H]1c1cccc(C(F)(F)F)c1
4. Cc1cc(C(=O)NC(C)C)on1
5. COc1ccccc1Nc1nc(N)nc(CN2CC(C)CC(C)C2)n1 (centres undefined)
6. CCOc1ccc(N(Cc2ccc(OC)cc2)C(=O)c2ccco2)cc1
7. COc1ccc(S(=O)(=O)N2CCCCC2c2cc(C(=O)Nc3ccc(F)c(Cl)c3)no2)cc1 (centres undefined)
8. O=C(NC1CCCCCCC1)c1ccc(Br)cc1
9. O=C1c2ccccc2CN1C(CO)Cc1ccccc1 (centres undefined)
10. O=C(COC(=O)c1cc(S(=O)(=O)N2CCCCC2)ccc1N1CCOCC1)c1ccc(Cl)cc1

Assay by compound	1	2	3	4	5	6	7	8	9	10
C8 TRAIL sens	8	7	11	6	9	2	27	20	-2	0
NCOA1 inh	-1	3	7	-1	-4	12	-41	-93	-5	4
NCOA3 inh	7	-2	7	4	10	5	-4	-54	-6	-2
TLR9-MyD88 inh	-7	-6	-11	13	1	-6	x	x	-6	6
LMP1 NFkB inh	3	-4	5	8	-3	8	x	x	-1	-6
NOD2 RIPK2 PPI	-2	-10	7	5	1	7	0	-9	-9	-7
TROY NFkB inh	-30	0	3	-4	1	-12	8	-114	3	4
Vif inh	-2	x	4	-1	-5	-20	-26	-7	-2	2
SRC2 inh	6	-9	5	-2	-12	-1	-26	-72	-10	11
NR5A2 inv ag	22	4	24	19	12	2	14	-108	15	14
NR2F2 inh	4	7	-2	18	13	12	-29	-47	4	-4

# Two neighbouring records from above:
9. O=C1c2ccccc2CN1C(CO)Cc1ccccc1 (centres undefined)
10. O=C(COC(=O)c1cc(S(=O)(=O)N2CCCCC2)ccc1N1CCOCC1)c1ccc(Cl)cc1

Assay by compound	9	10
C8 TRAIL sens	-2	0
NCOA1 inh	-5	4
NCOA3 inh	-6	-2
TLR9-MyD88 inh	-6	6
LMP1 NFkB inh	-1	-6
NOD2 RIPK2 PPI	-9	-7
TROY NFkB inh	3	4
Vif inh	-2	2
SRC2 inh	-10	11
NR5A2 inv ag	15	14
NR2F2 inh	4	-4

# (cont.)
11. O=C(NCc1cccc(C(F)(F)F)c1)c1ccc2sc([C@@H]3O[C@H](CO)[C@@H](O)[C@H]3O)nc2c1
12. O=C(c1ccc(Br)o1)N1CCN(Cc2ccccc2Cl)CC1
13. CCOc1ccc(NC(=S)Nc2ccc(C)c([N+](=O)[O-])c2)cc1
14. O=C(O)c1cccc(N2C(=O)c3cc([N+](=O)[O-])cc4cc([N+](=O)[O-])cc(c34)C2=O)c1
15. C#C[C@]1(O)CC[C@H]2[C@@H]3CCc4cc(OC)ccc4[C@H]3CC[C@@]21C
16. COc1ccccc1N(C)S(=O)(=O)c1ccc(C(=O)Nc2ccncc2)cc1
17. C/C=C/c1cccc(-c2nc(C(=O)N3CCCCC3)cc3c2[C@H](CCO)N(C(=O)NC(C)C)C3)c1
18. CCOC1=C2[C@@H](CN(S(=O)(=O)c3ccc(C)cc3)[C@H]2c2ccc(Cl)cc2)[C@H]2C(=O)N(c3ccccc3)C(=O)[C@H]2C1
19. O=C(O)c1ccc(CNC(=O)c2ccc(Br)o2)cc1
20. CCc1ccc(OCC(O)CN2CCN(CCO)CC2)cc1 (centres undefined)

Assay by compound	11	12	13	14	15	16	17	18	19	20
C8 TRAIL sens	-24	14	2	3	3	9	-20	-2	-13	-1
NCOA1 inh	9	0	-4	3	-12	8	x	-4	4	-5
NCOA3 inh	13	3	10	-7	-12	9	x	8	13	-10
TLR9-MyD88 inh	x	-4	-5	-7	0	-8	x	x	-1	-2
LMP1 NFkB inh	x	0	10	24	-3	7	x	x	-35	2
NOD2 RIPK2 PPI	-10	-9	6	-1	-5	-6	-8	-2	-11	-8
TROY NFkB inh	8	-3	-17	26	-10	20	-1	-28	-21	3
Vif inh	13	29	4	-6	-1	-17	x	-2	-11	-4
SRC2 inh	-15	-2	-7	17	15	11	10	3	x	-2
NR5A2 inv ag	4	1	7	5	2	17	-9	-2	-5	2
NR2F2 inh	2	-6	18	-14	17	13	5	-4	x	-8

21. O=c1[nH]c2ccc(Cl)cc2c(=O)n1Cc1ccco1
22. COc1ccc(NC(=O)CCOc2ccccc2C)cc1S(=O)(=O)N1CCCCC1
23. O=C(O)c1sc2ncccc2c1OCc1ccccc1
24. O=C(CN1CCN(Cc2ccccc2Cl)C1=O)NC1CCCCCCC1
25. C=CCn1c(O)c(N=O)c2ccccc21
26. CC(C(c1ccc2c(c1)OCO2)c1c(N)n(C)c(=O)n(C)c1=O)[N+](=O)[O-] (centres undefined)
27. COC(=O)CC1COc2ccccc2N1C(=O)c1ccc(Br)cc1 (centres undefined)
28. C[n+]1c(-c2ccccc2)cc2c(=Cc3ccc([N+](=O)[O-])cc3)c3ccccc3n21
29. CCCCCCCNC1=CC(=O)CC(c2ccccc2)C1 (centres undefined)
30. COCCN(CCOC)C(=O)Nc1ccc(Cl)cc1

Assay by compound	21	22	23	24	25	26	27	28	29	30
C8 TRAIL sens	20	7	-10	-1	-5	-6	6	23	2	2
NCOA1 inh	-8	8	3	-51	10	-30	16	0	-13	-24
NCOA3 inh	21	29	16	4	6	4	-7	5	-6	15
TLR9-MyD88 inh	4	0	-3	-5	-3	-6	-1	-8	10	-13
LMP1 NFkB inh	2	-1	-9	-8	-9	5	-3	-5	-14	-1
NOD2 RIPK2 PPI	12	-7	-7	-7	5	-8	-1	-15	4	-9
TROY NFkB inh	22	16	4	-1	0	-56	0	25	-28	-19
Vif inh	-5	-23	-2	-12	-10	2	1	-9	3	-4
SRC2 inh	-2	16	16	3	5	25	-6	-10	-26	-17
NR5A2 inv ag	6	8	22	-8	9	-6	24	-1	-34	-13
NR2F2 inh	24	22	-1	8	15	12	-10	-7	5	8

31. CCN(CC(=O)Nc1ccc2c(c1)OCCO2)C(=O)/C=C/c1ccc(F)cc1
32. COCc1ccc(CN2CCC(n3nccc3NC(=O)CCCc3ccccc3)CC2)o1
33. Cc1cc(=O)n(CCO)c(O)c1C#N
34. O=S(=O)(c1ccccc1)c1nnn2c1nc(NC1CCN(Cc3ccccc3)CC1)c1ccccc12
35. CC(C)NC(=O)N1CCN(c2ccncc2S(=O)(=O)N2CCCCC2)CC1
36. Cc1cc(NC(=O)CCOc2ccc(F)cc2)no1
37. COc1ccc(-c2noc(CN(C)C(=O)Nc3ccccc3)n2)cc1
38. CCOc1ccc2oc(C(=O)N(Cc3nnc(-c4ccccc4Cl)o3)C3CC3)c(C)c2c1
39. Cc1ccccc1C(=O)N1CCN(c2ccccn2)CC1
40. Cc1ccc(-c2csc(NC(=O)C3CSC4(C)CCC(=O)N34)n2)cc1 (centres undefined)

Assay by compound	31	32	33	34	35	36	37	38	39	40
C8 TRAIL sens	-6	4	-7	76*	-3	-27	2	1	14	-22
NCOA1 inh	-16	-7	-28	4	-5	-3	2	5	-6	-30
NCOA3 inh	-9	15	7	9	-16	5	1	6	10	5
TLR9-MyD88 inh	8	2	-3	-2	1	-1	2	-4	-4	0
LMP1 NFkB inh	-9	-3	18	-9	0	3	1	8	0	-8
NOD2 RIPK2 PPI	2	-2	-9	-5	4	-12	3	2	-5	1
TROY NFkB inh	-46	16	8	-32	-11	-4	-11	7	10	6
Vif inh	1	-3	-21	0	-7	-3	7	-11	-9	-8
SRC2 inh	-44	-8	5	11	-13	-13	-18	17	-39	6
NR5A2 inv ag	-24	10	-14	-7	-3	-6	18	-37	-12	6
NR2F2 inh	-19	-6	8	5	-7	-7	15	5	3	6

41. CC1(C(=O)NS(=O)(=O)c2ccccc2Cl)CCN1C(=O)c1ccccc1 (centres undefined)
42. OCC1(Cc2ccc(Cl)cc2)CCN(CCCc2ccccc2)CC1
43. Cc1cc(NC(=O)CSc2cc(Cl)ccc2Cl)n(-c2ccccc2)n1
44. CC(C)NC(=O)C1(C)CCN1C/C=C/c1ccccc1 (centres undefined)
45. Cc1nc2c(OCCOc3ccccc3)cccn2c1N(C)C(=O)CCC1CCCC1
46. O=C(O)c1ccccc1C(=O)c1ccc2oc(=O)[nH]c2c1
47. CCOC(=O)C1=C(O)C(=O)N(Cc2cccnc2)C1c1ccc(OC)cc1 (centres undefined)
48. CC1CC(C)CN(CCCNS(=O)(=O)c2ccc3c(c2)oc(=O)n3C)C1 (centres undefined)
49. Cc1n[nH]c(=S)n1-c1ccc(Cl)cc1
50. COc1ccc(Cl)cc1NC(=O)c1nnn(CC(=O)Nc2ccc3c(c2)OCO3)c1N

Assay by compound	41	42	43	44	45	46	47	48	49	50
C8 TRAIL sens	-19	0	3	-18	-5	-1	-8	-2	-11	4
NCOA1 inh	-24	18	-49	9	7	0	4	-5	-5	0
NCOA3 inh	1	22	19	-12	11	-7	13	8	-15	18
TLR9-MyD88 inh	x	x	1	x	x	-17	x	-8	0	8
LMP1 NFkB inh	x	-22	6	x	x	-2	7	1	-5	-1
NOD2 RIPK2 PPI	5	-9	14	-7	5	1	-4	2	3	-3
TROY NFkB inh	-1	16	31	13	13	0	-9	-40	-1	0
Vif inh	5	-3	-2	-6	3	7	-14	-2	0	16
SRC2 inh	-1	-4	-4	11	-10	-1	22	-31	4	0
NR5A2 inv ag	5	-13	13	18	-4	-3	-4	-4	-5	-13
NR2F2 inh	10	1	7	12	1	8	-2	-26	16	-10

51. CN1CCN(c2ccccc2NC(=O)c2cc3c(s2)-c2ccccc2OC3)CC1
52. CS(=O)(=O)c1ccc(Cl)c(NC(=O)Cc2c(Cl)cccc2Cl)c1
53. COc1cc(/C=N/NC(=O)c2cccc(S(=O)(=O)N3CCOCC3)c2)cc(OC)c1O
54. Cc1[nH]c(C)c(S(=O)(=O)Nc2cccc(Cl)c2C)c1C(=O)N1CCCCC1
55. CCCn1c(N)c(N(CCOC)C(=O)c2cc3c(s2)CCCCC3)c(=O)[nH]c1=O
56. CCOc1nc2ccccc2nc1NS(=O)(=O)c1ccc(Cl)cc1

Assay by compound	51	52	53	54	55	56
C8 TRAIL sens	21	4	1	2	-17	-4
NCOA1 inh	8	1	-14	-3	12	16
NCOA3 inh	10	9	10	3	-1	2
TLR9-MyD88 inh	-1	9	3	-17	-4	-4
LMP1 NFkB inh	-14	1	65*	5	-9	0
NOD2 RIPK2 PPI	-4	1	0	3	-5	-5
TROY NFkB inh	20	-5	1	-24	-10	14
Vif inh	13	-31	-8	-5	x	-10
SRC2 inh	-11	7	12	-7	0	6
NR5A2 inv ag	11	-8	-8	-13	15	-19
NR2F2 inh	-9	19	-16	7	30	8

# An excerpt from above, limited to Vif inh, NOD2 RIPK2 PPI and NR2F2 inh.
nr	Compound	Vif inh	NOD2 RIPK2 PPI	NR2F2 inh
53	COc1cc(/C=N/NC(=O)c2cccc(S(=O)(=O)N3CCOCC3)c2)cc(OC)c1O	-8	0	-16
56	CCOc1nc2ccccc2nc1NS(=O)(=O)c1ccc(Cl)cc1	-10	-5	8
51	CN1CCN(c2ccccc2NC(=O)c2cc3c(s2)-c2ccccc2OC3)CC1	13	-4	-9
52	CS(=O)(=O)c1ccc(Cl)c(NC(=O)Cc2c(Cl)cccc2Cl)c1	-31	1	19
54	Cc1[nH]c(C)c(S(=O)(=O)Nc2cccc(Cl)c2C)c1C(=O)N1CCCCC1	-5	3	7
